PPARg SRC-1 ag = promotes SRC-1 coactivator recruitment by human PPARgamma | P37231 | PPARgamma-SRC-1 coactivator recruitment biochemical assay | activation, % at 8 µM | actives 0.41% (n = 200,000) | AID 631; in the data active = activation above about 19%;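 note: 0% = DMSO and 100% = reference agonist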
Target sequence (P37231 whole entry, looked up): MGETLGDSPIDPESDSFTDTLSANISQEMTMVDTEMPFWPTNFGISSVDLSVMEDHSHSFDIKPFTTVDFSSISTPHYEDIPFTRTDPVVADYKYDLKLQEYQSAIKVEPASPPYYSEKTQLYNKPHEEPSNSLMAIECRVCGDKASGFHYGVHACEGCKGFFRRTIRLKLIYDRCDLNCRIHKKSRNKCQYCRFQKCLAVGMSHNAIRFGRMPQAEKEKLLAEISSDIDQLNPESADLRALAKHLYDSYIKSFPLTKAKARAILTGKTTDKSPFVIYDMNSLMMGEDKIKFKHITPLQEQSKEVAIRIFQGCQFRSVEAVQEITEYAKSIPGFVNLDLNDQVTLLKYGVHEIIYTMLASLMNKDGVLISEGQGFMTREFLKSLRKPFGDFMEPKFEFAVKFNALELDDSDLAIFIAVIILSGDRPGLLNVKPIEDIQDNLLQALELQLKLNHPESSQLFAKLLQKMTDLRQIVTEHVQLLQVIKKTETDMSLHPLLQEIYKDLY
RAM network inh = blocks the yeast RAM network. actives 1.8% (n = 190,000). AID 868. S. cerevisiae dse1pr::URA3 reporter, 5-FOA growth OD615, 2 d; analog-sensitive cbk1-as2 kinase mutant strain. inhibition, % at 50 µM;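 active = inhibition above a set limit, 3 SD over mean compound inhibition, cut at about 8.4% in these data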;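 note: 0% = DMSO-only wells with no growth and 100% = 10 µM 1-NA-PP1 full growth; inhibition rescues growth on 5-FOA so higher OD means more RAM inhibition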
STAT1 inh = STAT1 signaling inhibition; NIH 3T3 STAT1-luciferase reporter, IFN-gamma, luminescence; inhibition, % at 5.5 µM; actives 0.35% (n = 200,000);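 active = inhibition above a set limit, the mean inhibition across all tested compounds plus 3 SD, cut at about 34% in these data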;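 note: 0% = IFN-gamma with DMSO and 100% = IFN-gamma with 300 µM nifuroxazide; values of inactives mirror those of a sister screen read the other way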
STAT3 inh = reduces IL-6 driven STAT3 reporter signal. U3A cells, IL-6 STAT3-luciferase reporter, luminescence; host cell line lacks STAT1. inhibition, % at 5.5 µM. actives 0.89% (n = 190,000);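 active = inhibition above the mean inhibition across all screened compounds plus 3 SD, cut at about 44% in these data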;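 note: 0% = DMSO only wells and 100% = 100 µM nifuroxazide control wells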
STAT3 activator = increases IL-6 driven STAT3 reporter signal; actives 0.91% (n = 190,000); activation (% of control), % at 5.6 µM; AID 871; U3A cells, IL-6 STAT3-luciferase reporter, luminescence; 100% = signal with IL-6 EC80 alone;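 active = activation above the screen-wide mean of compound activation plus 3 SD, cut at about 130% in these data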;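 note: 0% = background luminescence of wells with medium and substrate only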
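Test system: Human STAT1-deficient U3A cells with stable STAT3-luciferase reporter | Also added: Interleukin-6, 33 ng/mL | Timing: Compound pre-incubation 1 h before IL-6, then 6 h stimulation at 37 °C | Technique: Luciferase reporter luminescence | Read-out: Percent of IL-6-only median luminescence | Benchmarks: IL-6-only wells as 100% reference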
PPARg SRC-3 ag = agonists of human PPARgamma SRC-3 coactivator recruitment | biochemical PPARgamma/SRC-3 coactivator recruitment assay | activation, % at 8 µM | actives 0.26% (n = 200,000); in the data active = activation above about 23%;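 note: 0% = DMSO and 100% = reference agonist; some compounds past the cut are filed as inactive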
TR-FRET SRC-2 ct = TR-FRET artefact, counter-screen to PPARgamma/SRC-2 agonist assay; actives 0.4% (n = 200,000); active compounds read high; AID 1049; TR-FRET ratio at 8 µM; in the data active = TR-FRET ratio above about 2000; note: inactives centre near 1500
PPARg SRC2 recr = agonists of SRC-2 recruitment by human PPARgamma | actives 0.34% (n = 200,000) | PPARgamma LBD-SRC-2 recruitment, biochemical | P37231 | activation, % at 8 µM; in the data active = activation above about 22%;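 note: 0% = vehicle and 100% = reference agonist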
TLR4-MyD88 BLA = TLR4-MyD88 interaction inhibition in cells. O00206+Q99836. HeLa CL3-4 TLR4/MyD88 BLA complementation, FRET ratio. AID 861. actives 0.18% (n = 200,000). inhibition, % at 8.4 µM; in the data active = inhibition above about 25%;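 note: 0% = vehicle and 100% = reference inhibitor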
ROMK primary = modulators of human ROMK potassium channel | P48048 | actives 2% (n = 130,000) | AID 1918 | B-score at 10 µM | Tet-inducible ROMK, thallium flux fluorescence; actives lie on both sides;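 active = signal ratio slope over the read window, or its plate-corrected B-score, at least 3 SD from the plate mean, either direction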;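 note: B-score of the F/F0 ratio slope over 7 to 12 s after thallium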
S1P3 antag = antagonists of human S1P3 receptor; Q99500; CHO S1P3 NFAT-BLA reporter, FRET fluorescence, antagonist mode; inhibition, % at 4.98 µM; actives 0.27% (n = 170,000);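 active = inhibition above the plate cutoff, the mean inhibition of test wells on that plate plus 3 SD, cut at about 28% in these data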;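 note: cells challenged with S1P at its EC80 of 0.8 µM; blue over green emission ratio from cleaved BLA substrate after 4 h stimulation; 0% = S1P-stimulated wells and 100% = unstimulated DMSO-only wells; some compounds past the cut are filed as inactive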
Target sequence (Q99500 whole entry, looked up): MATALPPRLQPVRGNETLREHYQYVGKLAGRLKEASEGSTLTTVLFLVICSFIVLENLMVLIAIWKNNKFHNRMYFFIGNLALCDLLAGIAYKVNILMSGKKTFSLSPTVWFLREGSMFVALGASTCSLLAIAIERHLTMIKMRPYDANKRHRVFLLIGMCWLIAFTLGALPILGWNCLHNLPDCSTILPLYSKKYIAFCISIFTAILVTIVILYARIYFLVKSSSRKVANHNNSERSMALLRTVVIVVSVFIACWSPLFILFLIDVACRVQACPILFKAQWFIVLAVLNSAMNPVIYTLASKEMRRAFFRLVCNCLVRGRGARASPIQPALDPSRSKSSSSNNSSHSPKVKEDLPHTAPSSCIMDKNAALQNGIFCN
Active calls of the source: *; x = not tested or not shown.

Compound,PPARg SRC-1 ag,RAM network inh,STAT1 inh,STAT3 inh,STAT3 activator,PPARg SRC-3 ag,TR-FRET SRC-2 ct,PPARg SRC2 recr,TLR4-MyD88 BLA,ROMK primary,S1P3 antag
O=C(NCCCCc1ccccc1)C12CN(Cc3ccccc3)CC1C(c1ccc([N+](=O)[O-])cc1)=NO2 (configuration not stated),4,-1.5,6,6,99,0,1560,-1,-13,x,x
CCOC(=O)N1CCN(Cc2nc(N)nc(Nc3ccc(OC)cc3)n2)CC1,-4,2.9,-2,0,103,-4,1400,-2,-15,x,x
Cc1ncc([N+](=O)[O-])n1Cc1ccccc1,2,2.8,-7,3,105,-1,1398,11,4,-0.58,-19
CCOC(=O)C(Sc1nnc2c3ccccc3n(CC)c2n1)C(=O)OCC,5,8.1,3,0,102,12,1234,5,-11,x,-4
COc1ccccc1-c1cc(C(=O)NCc2ccco2)no1,2,2.5,-15,16,90,-1,1620,5,-3,0.62,23
CCCc1nnc(NC(=O)CCC(=O)O)s1,4,1.3,-4,7,98,-4,1704,5,6,x,-4
COC(=O)Cc1cc(=O)n2[nH]c(C)nc2n1,0,1.8,-2,-1,105,7,1601,0,3,0.14,-3
CC1(C)CC(=O)C(C=NCCCN2CCCC2=O)=C(O)C1,-2,2.4,10,2,102,-4,1519,-4,2,x,-26
O=C(CNC(=S)N(CCCN1CCOCC1)Cc1cccs1)N1CCOCC1,3,0.5,2,14,88,2,1764,4,-7,0.36,6
COc1cccc(NC(=O)CSc2nc3ccccc3c(=O)n2CCCC(=O)NCCCN2CCOCC2)c1,-2,0.6,-4,10,99,3,1577,4,-19,0.021,4
COc1ccc(NC(=O)CCC2COc3ccccc3O2)c(OC)c1 (configuration not stated),-1,0.0,-22,2,102,2,1470,0,0,x,-1
Cc1ccc(NC(=S)N(CCN(C)C)C(C)c2cccnc2)cc1 (configuration not stated),-5,1.0,3,6,100,-5,1361,6,11,0.11,-4
CC(CO)(CO)NCc1ccc(-c2ccccc2)cc1,2,0.1,3,-4,99,4,1706,4,1,x,-24
CS(=O)(=O)N(CCc1ccccc1)CC(=O)Nc1ccccc1,3,-0.1,2,6,99,-5,1490,-1,3,-0.73,13
Cc1ccc(-n2ncc3c(=O)n(-c4ccc(C)c(C)c4)c(-c4ccco4)nc32)cc1,1,3.2,6,-28,124,11,1654,10,-6,x,x
CC(=O)c1ccc(OCCOc2ccc(Cl)c3cccnc23)cc1,0,1.4,14,16,90,3,1482,5,6,0.044,-6
CCCNC(=O)[C@H](C)NC(=O)c1ccc(Br)cc1,5,1.6,-8,3,104,0,1604,1,-1,0.35,3
COc1cc(C(=O)OCC(C)=O)ccc1OCc1c(C)noc1C,2,-0.8,0,4,97,5,1621,12,-9,1.5,-10
O=C(CN1CCN(CC(=O)Nc2ccccc2Cl)CC1)Nc1ccc2c(c1)OCCO2,4,1.2,-1,-1,103,5,1536,3,-2,-0.53,-44
Cc1cccc(NC(=O)C2CCN(S(=O)(=O)c3cccc4nsnc34)CC2)n1,6,2.5,5,16,90,13,1656,3,0,x,-11
CC(C)C(=O)Nc1ccc(C(=O)NNC(=S)NC(=O)c2cccs2)cc1,1,4.4,0,-7,109,2,1616,12,0,0.16,17
COc1ccc(-n2c(=O)c3c4c(sc3n3c(C)nnc23)CCCC4)cc1,3,x,5,21,87,0,1561,7,-9,x,-6
COC(=O)c1cn(NC(=O)C2CCC(C)CC2)c(=O)c2ccccc12 (configuration not stated),1,2.5,0,2,102,9,1702,9,-7,x,x
Cc1ccc(CN2CC(C(=O)Nc3nnc(SCc4c(Cl)cccc4Cl)s3)CC2=O)cc1 (configuration not stated),5,3.6,-4,2,94,-3,1541,-2,7,x,10
COc1ccc(C2N3CC4(C)CN2CC(C)(C3)C4O)cc1OC (configuration not stated),0,0.6,-4,2,102,-3,1387,1,-3,1.5,x

Entries of single compounds as entered above. Order of screens: PPARg SRC-1 ag, RAM network inh, STAT1 inh, STAT3 inh, STAT3 activator, PPARg SRC-3 ag, TR-FRET SRC-2 ct, PPARg SRC2 recr, TLR4-MyD88 BLA, ROMK primary, S1P3 antag
O=C(NCCCCc1ccccc1)C12CN(Cc3ccccc3)CC1C(c1ccc([N+](=O)[O-])cc1)=NO2 (configuration not stated) is listed with 4, -1.5, 6, 6, 99, 0, 1560, -1, -13, x, x
CCOC(=O)C(Sc1nnc2c3ccccc3n(CC)c2n1)C(=O)OCC is listed with 5, 8.1, 3, 0, 102, 12, 1234, 5, -11, x, -4
Cc1ccc(CN2CC(C(=O)Nc3nnc(SCc4c(Cl)cccc4Cl)s3)CC2=O)cc1 (configuration not stated) is listed with 5, 3.6, -4, 2, 94, -3, 1541, -2, 7, x, 10
Cc1cccc(NC(=O)C2CCN(S(=O)(=O)c3cccc4nsnc34)CC2)n1 is listed with 6, 2.5, 5, 16, 90, 13, 1656, 3, 0, x, -11
COc1ccccc1-c1cc(C(=O)NCc2ccco2)no1 is listed with 2, 2.5, -15, 16, 90, -1, 1620, 5, -3, 0.62, 23

(more compounds)
Under each structure: PPARg SRC-1 ag	RAM network inh	STAT1 inh	STAT3 inh	STAT3 activator	PPARg SRC-3 ag	TR-FRET SRC-2 ct	PPARg SRC2 recr	TLR4-MyD88 BLA	ROMK primary	S1P3 antag
CC(=O)Cc1nsc(NC(=O)c2ccc(-c3cc(Cl)ccc3Cl)o2)n1
 : 12	5.1	15	9	97	12	1752	9	1	3.8*	-35
Cc1ccc(-n2c(C)cc(-c3csc(N)n3)c2C)cc1
 : -1	5.5	4	-9	108	3	1819	2	-7	x	3
Brc1ccc2ncnc(NCc3ccccc3)c2c1
 : -4	0.0	32	40	69	6	1538	6	-10	x	x
O=S(=O)(c1ccccc1)N1c2cc(Cl)ccc2Oc2nc3ccccc3nc21
 : 9	2.9	-8	-8	109	-4	1675	13	-2	0.37	x
O=C(NNC(=O)c1cccs1)c1ccc(Br)o1
 : 11	0.9	-10	1	97	10	1550	3	-10	0.78	-7
Cc1cc(C)c(NC(=O)CN2C(=O)NC3(CCCCC3)C2=O)c(C)c1
 : 6	0.3	-5	-6	109	-3	1569	5	4	x	-7
O=C(COc1ccc(Cl)cc1Cl)Nc1nc2n(n1)C(c1ccccc1)CC(=O)N2 (configuration not stated)
 : 4	1.9	-2	14	93	3	1348	3	3	x	0
O=C(NS(=O)(=O)Oc1ccc(Cl)cc1)OC[C@@H]1CCCN2CCCC[C@H]12
 : 4	0.4	3	15	90	2	1522	0	-4	1.5	-17
COCCCNC(=O)c1ccc(C(=O)NCCCOC)cc1
 : 14	0.4	-8	0	105	4	1530	2	6	x	8
CCOc1ccc(-n2c(SCC(=O)NC(C)CC)nc3n[nH]c(C)c3c2=N)cc1 (configuration not stated)
 : -1	3.7	7	41	69	-2	1587	13	-8	x	-30
CC(=O)c1c(C)n([O-])c2cc(C)ccc2[n+]1=O
 : 1	0.4	-2	-3	108	1	1511	-3	-13	0.89	1
CCOCCn1c(CN2CCC(C)CC2)nc2c1c(=O)n(C)c(=O)n2C
 : -6	0.4	4	-2	101	-1	1517	-1	-1	-0.16	-23
CSc1ncc(Cl)c(C(=O)Nc2cccc3ccccc23)n1
 : 8	0.2	2	1	101	-1	1694	4	2	x	-4
COc1ccc(CN2C(=O)N(c3ccc(OC)cc3)C(=O)C2CC(=O)Nc2ccccc2)cc1 (configuration not stated)
 : -1	9.5*	3	-3	105	4	1523	-2	-6	1.2	-23
O=C(/C=C/Sc1ccccc1)c1ccc(Cl)cc1
 : 4	1.5	-25	14	90	16	1646	13	3	x	x
CCCn1c(=O)c2ccccc2n2c(SCc3cc(=O)oc4ccc5ccccc5c34)nnc12
 : 6	2.4	0	1	99	-1	1650	14	5	x	1
CSC1=C(C#N)C(c2ccc(C)s2)CC(=O)N1 (configuration not stated)
 : -6	-1.0	-3	2	103	-1	1603	3	-9	1.1	x
COc1ccc(-c2ccc(-c3nc4c(c(=O)[nH]c(=O)n4Cc4ccccc4)n3C)o2)c([N+](=O)[O-])c1
 : 2	2.5	10	10	94	8	1726	6	-8	0.17	-6
C#CCOC(=O)CCC(=O)Nc1cc(OC)nc(OC)n1
 : -1	0.4	-2	7	102	12	1749	13	0	x	-18
COc1ccc(-n2c(C)cc(/C=C3/SC(=S)N(C)C3=O)c2C)cc1
 : 7	3.3	-8	6	98	0	1614	1	-8	-2.2	4

ROMK primary, entries above that show a hit
SMILES	PPARg SRC-1 ag	RAM network inh	STAT1 inh	STAT3 activator	PPARg SRC-3 ag	PPARg SRC2 recr	TLR4-MyD88 BLA	ROMK primary	S1P3 antag
CC(=O)Cc1nsc(NC(=O)c2ccc(-c3cc(Cl)ccc3Cl)o2)n1	12	5.1	15	97	12	9	1	3.8*	-35

(cont.)
Under each structure: PPARg SRC-1 ag	RAM network inh	STAT1 inh	STAT3 inh	STAT3 activator	PPARg SRC-3 ag	TR-FRET SRC-2 ct	PPARg SRC2 recr	TLR4-MyD88 BLA	ROMK primary	S1P3 antag
Cc1[nH]c(=O)c(C(=O)c2cc(Cl)ccc2O)cc1C(=O)O
 : -6	2.2	-9	0	104	3	1439	0	2	0.2	-2
O=C(c1ccco1)N1CCN(C2=NS(=O)(=O)c3ccccc32)CC1
 : 0	2.0	0	-2	105	-12	1505	11	6	x	22
CN1CCC(OC(=O)Cc2ccc(Cl)cc2)CC1
 : 2	0.0	-1	7	98	6	1401	2	4	-1.7	-10
CC(=O)Nc1ccc(S(=O)(=O)N2CCC(c3nc4ccc(C)cc4[nH]3)CC2)cc1
 : -5	-0.3	-3	4	102	-7	1505	11	5	x	x
Cc1ccc(S(=O)(=O)N(CC(=O)N2CCc3ccccc3C2)c2cccc(Cl)c2)cc1
 : 7	4.7	4	0	105	2	1615	6	-8	x	x
CCCCOc1ccc(/C=C/C2=CC(C)(C)NC(=S)N2)cc1OCC
 : 10	5.0	-19	4	101	4	1559	10	7	-0.9	-12
Cc1c(NC(=O)c2cccs2)cccc1-c1nc2ccccc2s1
 : -4	2.6	-5	2	100	3	1448	-7	-13	0.17	-22
